proCasp7 act: counter-screen for procaspase-3 activators: activators of human procaspase-7; recombinant procaspase-7, Ac-DEVD-pNA absorbance 405 nm; D23A/D198A/D206A triple mutant, cannot self-cleave; scale: DMSO 0, 5 µM enzyme 100; activation, % at 8.5 µM; 330,000 tested, 0.093% active;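 active means percent activation above the screen-wide mean plus 3 SD, cut at about 25% in these data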
Target sequence (P55210 whole entry D23A/D198A/D206A): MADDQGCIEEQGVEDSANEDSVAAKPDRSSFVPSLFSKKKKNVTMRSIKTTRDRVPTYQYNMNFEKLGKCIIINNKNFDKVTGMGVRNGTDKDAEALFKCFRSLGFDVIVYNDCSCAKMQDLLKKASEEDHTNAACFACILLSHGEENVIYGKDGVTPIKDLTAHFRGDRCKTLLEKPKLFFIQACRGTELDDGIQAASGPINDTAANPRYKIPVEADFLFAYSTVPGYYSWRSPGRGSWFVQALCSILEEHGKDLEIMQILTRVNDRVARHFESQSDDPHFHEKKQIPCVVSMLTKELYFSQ
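Replicates: singlicate. Assay system: Procaspase-7 triple mutant (PC-7 D3A). Signal: 405 nm absorbance of p-nitroaniline. Times: 1 h preincubation, 2 h reaction. Buffer or medium: Zinc-free HEPES pH 7.4 with 300 mM NaCl, 0.01% Triton X-100. Also added: DEVD-pNA substrate. Benchmarks: DMSO wells as 0%, DMSO with 5 µM added PC-7 as 100%.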
proCasp3 act: procaspase-3 (human) activation | recombinant procaspase-3 D3A, Ac-DEVD-pNA absorbance 405 nm | activation, % at 8.5 µM | 330,000 tested, 0.11% active;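 active means activation above the mean of all tested compounds plus 3 SD, cut at about 21% in these data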;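 further: 0% = DMSO alone and 100% = DMSO wells spiked with extra 5 µM PC-3 D3A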
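Assay system: Procaspase-3 D3A mutant, all three cleavage aspartates alanine. Buffer or medium: Zinc-free HEPES saline buffer with Triton X-100. Times: 1 h compound preincubation, 2 h substrate hydrolysis at 25 °C. Measured by: 405 nm absorbance of p-nitroaniline, reads at 0 and 120 min. Read-out basis: percent activation relative to control range. Replicates: singlicate.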
TPT1 inhibitor: C. albicans TPT1 enzyme inhibition; recombinant caTPT1, FP RNA substrate dephosphorylation; inhibition, % at 5 µM; 300,000 tested, 0.81% active;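 active means inhibition above the mean of all tested compounds plus 3 SD, set per screening campaign, cut at about 24% in these data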;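 further: plate controls were DMSO alone for no effect and ferristatin control at 100 nM for full effect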
core dimer inh: HCV core protein dimerization inhibition. inhibition, % at 5 µM. 300,000 tested, 0.33% active. TR-FRET GST/Flag-core106 dimerization, 1536-well;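 active means inhibition above the mean of all tested compounds plus 3 SD, set per screening campaign, cut at about 45% in these data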
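test system = GST/Flag-tagged HCV core106 proteins | probe or stimulus = Eu donor and XL665 acceptor anti-tag antibodies | times = compound-protein-antibody incubation 4 h at 22.5 °C | signal = TR-FRET, excitation 340 nm, emission 617 and 671 nm | measure = percent inhibition of core106 dimerization signal | controls = wells lacking GST-core106 and wells with excess unlabelled core106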
CTSL1 counter: blocks F. hepatica cathepsin L1 in PFM18AAP counter-screen. recombinant F. hepatica cathepsin L1, Z-Leu-Arg-MCA fluorescence. inhibition, % at 5.96 µM. 300,000 tested, 0.49% active. AID 1906;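 active means inhibition above the mean of all tested compounds plus 3 SD, set per screening campaign, cut at about 17% in these data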;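 further: 0% = plate median of test compound wells and 100% = 1 µM Z-Phe-Ala-diazomethylketone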
PP5 inh: PP5 (human) phosphatase inhibition. P53041. purified PP5c, OMFP substrate fluorescence. inhibition, % at 6.7 µM. 320,000 tested, 0.18% active. AID 1987;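 active means inhibition above the campaign's mean inhibition across all tested compounds plus 3 SD, cut at about 9.5% in these data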;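 further: 0% = DMSO only and 100% = 100 µM cantharidin control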
Target sequence (P53041 whole entry, looked up): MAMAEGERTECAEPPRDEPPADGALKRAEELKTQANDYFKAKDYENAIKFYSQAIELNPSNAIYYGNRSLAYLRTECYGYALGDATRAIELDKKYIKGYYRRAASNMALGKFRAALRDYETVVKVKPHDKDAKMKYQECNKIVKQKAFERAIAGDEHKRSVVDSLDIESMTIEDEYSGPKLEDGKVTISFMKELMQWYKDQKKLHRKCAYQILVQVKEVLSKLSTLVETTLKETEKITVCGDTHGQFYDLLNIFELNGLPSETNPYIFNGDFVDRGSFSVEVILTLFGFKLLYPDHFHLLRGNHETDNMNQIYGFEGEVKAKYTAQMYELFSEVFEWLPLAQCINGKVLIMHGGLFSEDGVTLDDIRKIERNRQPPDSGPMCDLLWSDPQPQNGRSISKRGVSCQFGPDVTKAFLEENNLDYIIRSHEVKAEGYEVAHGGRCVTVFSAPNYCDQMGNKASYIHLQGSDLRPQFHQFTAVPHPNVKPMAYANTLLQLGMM
PP1 inh: counter-screen for PP5 inhibitors: inhibitors of human PP1-alpha | P62136 | inhibition, % at 6.7 µM | AID 2235 | purified PP1alpha, OMFP fluorescence | 320,000 tested, 0.9% active;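 active means inhibition above the mean inhibition of all tested compounds plus 3 SD, computed separately for each screening campaign, cut at about 15% in these data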
AHR act: human AHR activation. P35869. AHR-responsive luciferase reporter cells, luminescence. activation, % at 5 µM. 320,000 tested, 2.5% active. AID 2796; in the data active means activation above about 47%;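 further: 0% = vehicle wells and 100% = reference agonist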
PAFAH2 FP inh: inhibitors of human PAFAH2 | inhibition, % at 3.39 µM | recombinant PAFAH2, FP-rhodamine activity probe, fluorescence polarization | 340,000 tested, 0.99% active;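 active means inhibition above the mean over all tested compounds plus 3 SD, cut at about 30% in these data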;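 further: inhibitors block probe labeling of enzyme so polarization drops; 0% = enzyme with DMSO and 100% = wells lacking PAFAH2 protein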
* = called active by the depositor; nt = not tested or not shown.

1: O=C(NCCc1c[nH]c2ccccc12)/C(=C\c1cccnc1)NC(=O)c1ccccc1F
2: NC(=O)CC(NC(=O)Cc1ccc(Cl)cc1)c1ccc(NCCCN2CCCC2=O)c([N+](=O)[O-])c1 (stereo not drawn)
3: CC(C)c1nc2sc3c(NCc4ccccc4)ncnc3c2c2c1COC(C)(C)C2
4: O=C(NCC1OCCc2ccccc21)c1ccco1 (stereo not drawn)
5: COc1ccc(/C=N/NC(=O)Nc2cccc3nsnc23)c(OC)c1
6: CC(C)Oc1ccc(Br)cc1C(=O)N/N=C/c1c[nH]c2ccccc12
7: Cc1ccc(C(=O)OCC(=O)NCc2cccs2)cc1C
8: CCN(CC)CCOC(=O)C(Cc1ccco1)Cc1cccc2ccccc12 (stereo not drawn)
9: CCCc1nc(NC(C)=O)c(C#N)c(-c2ccco2)c1CC
10: CCOc1ccccc1NC(=O)Cn1cnc2c(nnn2-c2cccc(OC)c2)c1=O

entry no.	1	2	3	4	5	6	7	8	9	10
proCasp7 act	5	1	11	10	-2	4	-6	-10	1	6
proCasp3 act	-4	-2	0	4	-9	-1	-5	-12	1	3
TPT1 inhibitor	-2	5	2	2	-1	2	-2	1	1	-3
core dimer inh	4	-19	1	2	37	-3	0	-4	2	13
CTSL1 counter	-2	-3	3	-1	2	3	-5	2	-1	1
PP5 inh	0.1	-4.2	-0.6	-2.5	0.3	2.4	0.2	3.2	0.5	-0.6
PP1 inh	-2	-2	-1	-4	-1	3	-2	-1	-2	-4
AHR act	7	4	2	86*	19	25	0	-2	-2	7
PAFAH2 FP inh	-2	5	-6	0	2	-12	54*	-1	4	-4

Arranged by SMILES length (smallest number first): part of the list above
5: COc1ccc(/C=N/NC(=O)Nc2cccc3nsnc23)c(OC)c1
6: CC(C)Oc1ccc(Br)cc1C(=O)N/N=C/c1c[nH]c2ccccc12
10: CCOc1ccccc1NC(=O)Cn1cnc2c(nnn2-c2cccc(OC)c2)c1=O
2: NC(=O)CC(NC(=O)Cc1ccc(Cl)cc1)c1ccc(NCCCN2CCCC2=O)c([N+](=O)[O-])c1 (stereo not drawn)

entry no.	5	6	10	2
proCasp7 act	-2	4	6	1
proCasp3 act	-9	-1	3	-2
TPT1 inhibitor	-1	2	-3	5
core dimer inh	37	-3	13	-19
CTSL1 counter	2	3	1	-3
PP5 inh	0.3	2.4	-0.6	-4.2
PP1 inh	-1	3	-4	-2
AHR act	19	25	7	4
PAFAH2 FP inh	2	-12	-4	5

Other results follow.
11: COc1ccc(C(=O)NCCc2nnc(SCC(=O)Nc3ccccc3)n2C)cc1
12: CCn1c(=O)c(C(=O)NNS(=O)(=O)c2ccc(Br)cc2)c(O)c2ccccc21
13: Cc1ccc(-n2nccc2-c2nn(-c3cccc(C(F)(F)F)c3)c(=O)n(C)c2=O)cc1
14: O=[N+]([O-])c1ccc(-c2cn3nc(-c4ccccc4)c(-c4ccccc4)nc3n2)cc1
15: COc1ccccc1S(=O)(=O)Cc1ccc(C(=O)N2CCN(c3ccc(C)cc3)C(C)C2)o1 (stereo not drawn)
16: Cc1[nH]cnc1CSCc1ccc(F)cc1
17: CC1=C(C)CC2C(C1)C(=O)c1ccc(Br)cc1S2(=O)=O (stereo not drawn)
18: CN(C)C(=O)OCc1c(-c2ccccc2)ncc2ccccc12
19: O=c1ccc(-c2ccc(S(=O)(=O)NCC3CCN(Cc4cccc(F)c4)CC3)s2)n[nH]1
20: CCN(CC)c1ccc(/C=N/NC(=O)CNC(=O)c2ccc3c(c2)OCCO3)cc1

entry no.	11	12	13	14	15	16	17	18	19	20
proCasp7 act	0	2	4	-18	4	3	5	3	-10	3
proCasp3 act	-4	11	0	-22	-8	-3	5	2	-10	0
TPT1 inhibitor	-4	0	2	17	0	1	nt	nt	2	0
core dimer inh	-6	21	-6	4	5	-1	nt	nt	1	-15
CTSL1 counter	-3	-1	3	-1	-2	-1	nt	nt	-6	4
PP5 inh	1.2	0.8	1.0	-0.4	1.5	-2.0	1.5	0.6	-6.3	1.6
PP1 inh	-3	10	1	-1	2	0	3	0	3	5
AHR act	4	-2	-2	-2	3	-1	-4	1	4	11
PAFAH2 FP inh	0	15	2	nt	-3	1	4	2	1	5

(next part)
| cpd | canonical_smiles | proCasp7 act | proCasp3 act | TPT1 inhibitor | core dimer inh | CTSL1 counter | PP5 inh | PP1 inh | AHR act | PAFAH2 FP inh |
| --- | --- | --- | --- | --- | --- | --- | --- | --- | --- | --- |
| 21 | O=C(O)/C=C/C(=O)c1ccc(O)cc1 | -32 | -31 | -2 | 2 | 0 | 0.0 | -2 | -1 | -2 |
| 22 | COc1cccc(NC(=O)C2CCN(S(C)(=O)=O)CC2)c1 | -1 | 0 | 1 | -3 | 0 | 2.2 | -3 | 1 | 0 |
| 23 | CN(CCC1CCOCC1)C(=O)CC1C(=O)NCCN1Cc1ccccc1F (stereo not drawn) | 4 | 3 | 0 | 4 | 5 | 2.5 | 4 | 0 | -2 |
| 24 | Cc1ccc(C(=O)n2c(-c3ccccc3)cnc2SCC(=O)Nc2ccc(C)cc2C)cc1 | -4 | 3 | -2 | 8 | -1 | 0.6 | 0 | 40 | 14 |
| 25 | O=C(Cn1nnc2ccccc21)N1CCCCC1 | 5 | -1 | -3 | -7 | -3 | 1.7 | -4 | 1 | -4 |
| 26 | O=C(COC(=O)c1cccnc1Cl)Nc1cc(S(=O)(=O)N2CCOCC2)ccc1Cl | 2 | 8 | nt | nt | nt | -0.1 | -1 | 0 | 25 |
| 27 | Cn1cc(C(=O)N/N=C/c2cccs2)c2ccccc21 | -1 | 4 | -1 | -9 | 4 | 1.1 | 4 | 109* | 8 |
| 28 | COc1cccc(CNc2ccc(F)c(Cl)c2)c1O | 2 | 5 | -2 | 2 | -5 | 3.8 | -3 | -1 | 0 |
| 29 | CCOC(=O)C1C(c2ccccc2)N(C)OC1(O)C(F)(F)F (stereo not drawn) | 5 | 7 | -2 | -3 | -4 | 0.2 | -2 | 4 | -1 |
| 30 | COc1cc2c(cc1OC)[C@H](Cc1ccc(O)cc1)NCC2 | 0 | -13 | -5 | -17 | 13 | -9.5 | -9 | 2 | -3 |
| 31 | O=C(CNC(=O)c1nc[nH]c1C(=O)N1CCc2ccccc2C1)OCc1ccccc1 | -6 | 2 | 2 | -2 | -1 | -0.9 | -3 | 3 | -1 |
| 32 | CCN(CC)S(=O)(=O)c1cccc(C(=O)NCC2CCCO2)c1 (stereo not drawn) | 10 | 7 | -5 | 0 | -4 | 0.7 | -3 | 1 | 10 |
| 33 | C[C@@H]1COC(=O)[C@@H](Cc2ccc(F)cc2)C/C=C\C[C@@H](CC(=O)NCCO)C(=O)N1 | 17 | 0 | nt | nt | nt | nt | nt | -1 | 1 |
| 34 | CSCC[C@H](NS(=O)(=O)c1ccc(C)cc1)C(=O)N1CCC(C(=O)N[C@@H](Cc2ccc(O)cc2)C(=O)O)CC1 | -1 | 7 | -2 | 1 | -3 | 1.8 | 2 | 0 | 8 |
| 35 | CCCCCc1nnc(NC(=O)NS(=O)(=O)c2ccc(C)cc2)s1 | -2 | 3 | -2 | -3 | -4 | 1.1 | -3 | -1 | 4 |
| 36 | Cc1ccc2oc(-c3ccc(NC(=O)CC(C)C)cc3)nc2c1 | -5 | -1 | -2 | 10 | 2 | 0.5 | -1 | 3 | -5 |
| 37 | C=CCNCC#CCOc1ccc(OC)cc1 | 0 | -3 | 4 | 6 | 1 | 3.5 | 9 | 6 | 4 |
| 38 | O=C(O)c1ccccc1C(=O)c1cccs1 | 5 | 2 | 2 | 1 | 2 | -0.5 | -1 | 0 | 0 |
| 39 | CN=C(NC#N)NCCSCc1nc[nH]c1C | 6 | 2 | -5 | 13 | -2 | -1.4 | -3 | -2 | 3 |
| 40 | COc1ccc(-c2sc3ccc(OC)cc3c2C#CCCO)cc1 | -7 | -6 | -4 | -46 | 1 | -4.5 | -1 | 61* | -8 |

Full records from above. Values in the order: proCasp7 act	proCasp3 act	TPT1 inhibitor	core dimer inh	CTSL1 counter	PP5 inh	PP1 inh	AHR act	PAFAH2 FP inh
`CCN(CC)c1ccc(/C=N/NC(=O)CNC(=O)c2ccc3c(c2)OCCO3)cc1` is entered as 3	0	0	-15	4	1.6	5	11	5
`COc1cccc(CNc2ccc(F)c(Cl)c2)c1O` is entered as 2	5	-2	2	-5	3.8	-3	-1	0
`CN(CCC1CCOCC1)C(=O)CC1C(=O)NCCN1Cc1ccccc1F` (stereo not drawn) is entered as 4	3	0	4	5	2.5	4	0	-2

Remaining list, next part:
| cpd | canonical_smiles | proCasp7 act | proCasp3 act | TPT1 inhibitor | core dimer inh | CTSL1 counter | PP5 inh | PP1 inh | AHR act | PAFAH2 FP inh |
| --- | --- | --- | --- | --- | --- | --- | --- | --- | --- | --- |
| 41 | O=C(/C=C/c1cccc(F)c1)Nc1nccs1 | 18 | 0 | -4 | -4 | 2 | -1.1 | -4 | 19 | 0 |
| 42 | Cc1cccc(OCCCC(=O)NCCc2ccccc2)c1 | 14 | -6 | 2 | -2 | 3 | 0.4 | 0 | -2 | -8 |
| 43 | COCc1cc(C)nc(SCC[N+](C)(C)CC(=O)Nc2cccc(C)c2)c1C#N | 0 | 7 | -1 | -4 | -3 | -0.5 | -7 | 2 | 0 |
| 44 | Cc1ccc(COC(=O)CCc2nc3ccccc3c(=O)[nH]2)cc1 | 5 | -1 | -1 | -1 | -1 | -0.1 | -1 | -2 | -1 |

Source: PubChem BioAssay
